PKA-R1A activ = activators of PKA-R1A complex | activation, % at 11.4 µM | PKA-R1A dissociation, Cy5-IP20 fluorescence polarization; scaled: DMSO 0%, 113 µM cGMP 100% | hit rate 0.083% among 340,000 | P00514+P68181;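 active = percent activation above the mean of all tested compounds plus 3 SD, cut at about 19% in these data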;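 also: higher means more PKAc released from R1A so a rise in polarization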
SUMO Mot1 rescue = SUMOylation pathway inhibition by Mot1-301 growth rescue. growth rescue, % at 18.8 µM. hit rate 1% among 320,000. S. cerevisiae Mot1-301 growth rescue, ATP luminescence, 38.5C; percent above DMSO median, 100 means doubled;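 active = every valid replicate shows activation above 250% relative to neutral control wells; inactive = the rest, any valid replicate at or below 250%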;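 also: OY570 slx delta 5 strain wells were the positive control but not used for scaling; some compounds called inactive have numbers as strong as hits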
HTR5A inv ctr = HTR5A inverse agonism, opioid heterodimer counter-screen; AID 504634; P47898; hit rate 0.083% among 340,000; HTR5A cell line, luminescence; inhibition, % at 9.3 µM; in the data active = inhibition mostly above about 23%, no sharp cut-off; inactive = mostly below about 18%;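 also: 0% = cells with DMSO and 100% = no-cell wells with DMSO; some compounds called inactive have numbers as strong as hits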
Target sequence (P47898 whole entry, looked up): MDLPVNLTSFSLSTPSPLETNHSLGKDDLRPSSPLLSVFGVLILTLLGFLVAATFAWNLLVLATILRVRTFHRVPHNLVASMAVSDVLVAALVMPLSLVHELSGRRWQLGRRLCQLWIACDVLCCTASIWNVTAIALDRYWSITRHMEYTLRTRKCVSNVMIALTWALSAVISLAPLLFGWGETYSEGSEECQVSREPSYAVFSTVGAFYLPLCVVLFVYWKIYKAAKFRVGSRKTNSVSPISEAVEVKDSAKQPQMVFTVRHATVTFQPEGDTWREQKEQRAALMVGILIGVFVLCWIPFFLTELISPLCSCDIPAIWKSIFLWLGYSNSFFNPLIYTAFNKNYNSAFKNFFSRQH
PKA-R2B act = activates the human PKA-R2B holoenzyme complex; P22694+P31323; PKA-R2B holoenzyme dissociation, Cy5-IP20 fluorescence polarization; R2B truncated from residue 108, S112A mutant; 0% DMSO only, 100% 113 µM cGMP; activation, % at 11.4 µM; hit rate 0.079% among 340,000;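 active = activation above a cutoff set at the mean over all compounds plus 3 SD, cut at about 18% in these data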;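 also: higher means more holoenzyme dissociation and a rise in polarization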
Target sequence (P31323 whole entry, looked up, other chains not shown, the tested form may be a part): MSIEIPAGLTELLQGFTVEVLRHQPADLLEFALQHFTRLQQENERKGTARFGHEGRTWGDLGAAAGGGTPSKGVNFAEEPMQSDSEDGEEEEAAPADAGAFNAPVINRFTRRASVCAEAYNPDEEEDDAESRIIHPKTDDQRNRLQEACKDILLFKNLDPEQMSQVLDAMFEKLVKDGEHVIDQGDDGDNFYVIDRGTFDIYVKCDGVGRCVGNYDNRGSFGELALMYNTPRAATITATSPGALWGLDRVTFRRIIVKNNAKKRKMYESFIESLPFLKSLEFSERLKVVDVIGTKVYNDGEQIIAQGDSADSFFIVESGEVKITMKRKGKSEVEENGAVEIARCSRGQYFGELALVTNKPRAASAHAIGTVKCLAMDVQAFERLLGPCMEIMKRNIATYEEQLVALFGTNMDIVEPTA
OPRM1-OPRD1 ag = OPRM1-OPRD1 heterodimerization agonism; hit rate 0.3% among 340,000; cells, luminescence; AID 504326; P35372+P41143; activation, % at 9.3 µM; in the data active = activation above about 18%;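 also: 0% = vehicle-treated cells and 100% = reference agonist; values of inactives mirror those of a sister screen read the other way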
Tat transport = E. coli Tat transport inhibition; E. coli MC4100 TorA-mCherry Tat export, fluorescence; inhibition, % at 10 µM; hit rate 0.036% among 340,000;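 active = mean replicate inhibition at least 50% and at least half of replicates individually reaching 50%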;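 also: exported cargo escapes ClpAP degradation while cytoplasmic cargo is degraded and loses fluorescence; 0% = median of neutral control wells and 100% = median of NaSCN control wells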
E coli growth = bacterial growth inhibition, counter-screen for AddAB inhibitors; E. coli V3065 growth, OD600 absorbance, 18 h; inhibition, % at 11.9 µM; hit rate 0.27% among 330,000;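 active = inhibition above the campaign's mean inhibition across all tested compounds plus 3 SD, cut at about 9.9% in these data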;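 also: uninfected addAB+ strain grown without phage in ampicillin broth; 0% = DMSO wells and 100% = ciprofloxacin 0.95 µg/ml wells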
AddAB inh = less growth of phage-infected E. coli with AddAB; hit rate 0.29% among 330,000; E. coli expressing H. pylori AddAB, absorbance growth; inhibition, % at 11.9 µM; in the data active = inhibition above about 12%;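 also: 0% = vehicle wells of infected cells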
PfHsp90 set2 = reduces growth (ATP signal) of yeast expressing P. falciparum Hsp90; inhibition, % at 9.4 µM; AID 504621; S. cerevisiae expressing PfHsp90, BacTiter-Glo ATP, 48 h; yeast lacking PDR1 and PDR3 efflux regulators; hit rate 0.32% among 310,000;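 active = every replicate shows inhibition above about 80%, whatever the replicate mean, limit read from the data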;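 also: 0% = DMSO neutral controls and 100% = 20 µM radicicol positive controls; yeast relying on Plasmodium falciparum Hsp90 in place of its own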
phage Ecoli inh = E. coli growth loss with phage present. growth absorbance. inhibition, % at 11.9 µM. hit rate 0.26% among 360,000; in the data active = inhibition above about 11%
MOR-DOR inv ag = inverse agonist of human OPRM1-OPRD1 heterodimerization; cell-based MOR-DOR heterodimer luminescence, inverse agonism; AID 504357; inhibition, % at 9.3 µM; hit rate 0.21% among 340,000; in the data active = inhibition above about 22%, passing the limit was not always enough;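 also: 0% = cells with DMSO and 100% = wells without cells with DMSO; values of inactives mirror those of a sister screen read the other way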
An asterisk follows results filed as active.

`COC(=O)c1cc(NC(=O)CN2CCOCC2)cc(C(=O)OC)c1` gave PKA-R1A activ -13, SUMO Mot1 rescue -14, HTR5A inv ctr -6, PKA-R2B act -3, OPRM1-OPRD1 ag -3.6, Tat transport -2, E coli growth 3.2, AddAB inh -1.4, PfHsp90 set2 8, phage Ecoli inh 3.3 and MOR-DOR inv ag 20.
For CCOC(=O)c1c(-c2ccc(C)o2)csc1NC(=O)CSc1ncn[nH]1 the results were PKA-R1A activ -4, SUMO Mot1 rescue -8, HTR5A inv ctr -47, PKA-R2B act -13, OPRM1-OPRD1 ag -2.2, Tat transport -4, E coli growth -0.2, AddAB inh 0.8, PfHsp90 set2 13, phage Ecoli inh 2.0 and MOR-DOR inv ag 11.
COc1ccc(CCCC(=O)Nc2cc(C)ccc2OC)cc1 was read as PKA-R1A activ 2, SUMO Mot1 rescue -11, HTR5A inv ctr -5, PKA-R2B act -5, OPRM1-OPRD1 ag -1.9, Tat transport 4, E coli growth 0.2, AddAB inh 2.2, PfHsp90 set2 -13, phage Ecoli inh 2.6 and MOR-DOR inv ag 9.
For O=C1NC(Cc2c[nH]c3ccccc23)C(=O)N1Cc1ccc(CN2C(=O)NC(Cc3c[nH]c4ccccc34)C2=O)cc1 (stereo not drawn) the results were PKA-R1A activ 0, SUMO Mot1 rescue 572*, HTR5A inv ctr -13, PKA-R2B act 1, OPRM1-OPRD1 ag -1.0, Tat transport 0, E coli growth -0.9, AddAB inh 1.4, PfHsp90 set2 -20, phage Ecoli inh 1.1 and MOR-DOR inv ag 5.
Screening CC1CCN(C(=O)COC(=O)c2cccs2)CC1 returned PKA-R1A activ 6, SUMO Mot1 rescue -1, HTR5A inv ctr 12, PKA-R2B act -2, OPRM1-OPRD1 ag -2.6, Tat transport -6, E coli growth 1.9, AddAB inh -1.4, PfHsp90 set2 6, phage Ecoli inh -0.1 and MOR-DOR inv ag 13.
CC(=O)Nc1cccc(NC(=O)c2ccc(C)c([N+](=O)[O-])c2)c1 was read as PKA-R1A activ 0, SUMO Mot1 rescue -4, HTR5A inv ctr -3, PKA-R2B act -1, OPRM1-OPRD1 ag 0.2, Tat transport -2, E coli growth -0.3, AddAB inh -0.6, PfHsp90 set2 13, phage Ecoli inh 5.6 and MOR-DOR inv ag -1.
For COc1cccc(-c2nnc(-c3ccccc3NC(=O)c3ccc(C(C)(C)C)cc3)o2)c1 the results were SUMO Mot1 rescue 2, Tat transport 2, E coli growth -2.0, AddAB inh -0.2, PfHsp90 set2 -3 and phage Ecoli inh 1.1.
CCOc1ccccc1NC(=O)N1CCc2ccccc2C1 was read as PKA-R1A activ -9, SUMO Mot1 rescue 23, HTR5A inv ctr -21, PKA-R2B act -4, OPRM1-OPRD1 ag -2.4, Tat transport 0, E coli growth 0.4, AddAB inh 1.5, PfHsp90 set2 -28, phage Ecoli inh 1.4 and MOR-DOR inv ag 16.
`COc1cccc(/C=C/c2ccc3cccc(O)c3n2)c1` gave PKA-R1A activ -15, SUMO Mot1 rescue -1, HTR5A inv ctr 13, PKA-R2B act 6, OPRM1-OPRD1 ag -1.2, Tat transport -15, E coli growth -2.2, AddAB inh -2.9, PfHsp90 set2 103*, phage Ecoli inh 0.7 and MOR-DOR inv ag 7.
O=C(COC(=O)c1ccc2ncsc2c1)Nc1cc(Cl)ccc1F was read as PKA-R1A activ 4, HTR5A inv ctr -9, PKA-R2B act -8, OPRM1-OPRD1 ag -1.2, Tat transport 0, PfHsp90 set2 -13, phage Ecoli inh 2.6 and MOR-DOR inv ag 6.
`CCOC(=O)C(C)Oc1cccc2c(=O)n(CC(=O)Nc3ccc(OCC)cc3)ccc12` (stereo not drawn) gave PKA-R1A activ -9, SUMO Mot1 rescue 5, HTR5A inv ctr 12, PKA-R2B act -3, OPRM1-OPRD1 ag 2.2, Tat transport -4, E coli growth 3.1, AddAB inh 0.5, PfHsp90 set2 14, phage Ecoli inh 3.0 and MOR-DOR inv ag -13.
Screening O=C(Nc1cc2ccccc2oc1=O)c1ccccc1 returned SUMO Mot1 rescue -10, Tat transport 0, E coli growth 0.2, AddAB inh 1.9, PfHsp90 set2 30 and phage Ecoli inh 3.5.
For CCC(=O)Nc1cccc(C2=NOC3(C2)C[C@H](C(N)=O)N(C(=O)c2ccc(Cl)cc2)C3)c1 (stereo partly drawn) the results were PKA-R1A activ 4, SUMO Mot1 rescue -3, HTR5A inv ctr 3, PKA-R2B act 3, OPRM1-OPRD1 ag -4.1, Tat transport 6, E coli growth 0.8, AddAB inh 1.8, PfHsp90 set2 -5, phage Ecoli inh 3.2 and MOR-DOR inv ag 19.
For COc1ccc(NC(=O)CCC(=O)NCCO)cc1 the results were PKA-R1A activ -9, SUMO Mot1 rescue 1, HTR5A inv ctr -3, PKA-R2B act 4, OPRM1-OPRD1 ag -1.0, Tat transport -6, E coli growth -1.4, AddAB inh -0.8, PfHsp90 set2 21, phage Ecoli inh 2.9 and MOR-DOR inv ag 6.
Screening CN(C)CCCN(C(=O)c1ccc(S(=O)(=O)N2CCCC2)cc1)c1nc2ccc(Br)cc2s1 returned PKA-R1A activ -2, SUMO Mot1 rescue -17, HTR5A inv ctr -2, PKA-R2B act 1, OPRM1-OPRD1 ag -0.4, Tat transport 6, E coli growth 1.3, AddAB inh 1.4, PfHsp90 set2 22, phage Ecoli inh 4.1 and MOR-DOR inv ag 2.
For COc1ccc2[nH]c3c(c2c1)CCN1C(=O)C(CC(=O)NCCc2ccccn2)C[C@H](C(=O)N2CCOCC2)[C@@]31CCC1CCCC1 (stereo partly drawn) the results were PKA-R1A activ -4, HTR5A inv ctr -2, PKA-R2B act 4, OPRM1-OPRD1 ag -1.9, Tat transport 0, E coli growth -1.2, AddAB inh -1.5, PfHsp90 set2 -6, phage Ecoli inh 2.2 and MOR-DOR inv ag 10.
`Cc1ccc2c(c1)N(CC(=O)NC1CCC(C)CC1)C(=O)CO2` (stereo not drawn) gave PKA-R1A activ -5, SUMO Mot1 rescue -7, HTR5A inv ctr 1, PKA-R2B act -14, OPRM1-OPRD1 ag -2.0, Tat transport 4, E coli growth -0.9, AddAB inh 3.9, PfHsp90 set2 -11, phage Ecoli inh 2.5 and MOR-DOR inv ag 11.
O=C(CSc1nc(-c2ccccc2)cc(C(F)(F)F)n1)N1CCOCC1 was read as PKA-R1A activ 7, SUMO Mot1 rescue 392, HTR5A inv ctr -1, PKA-R2B act 0, OPRM1-OPRD1 ag -1.5, Tat transport -5, E coli growth -1.6, AddAB inh -0.8, PfHsp90 set2 11, phage Ecoli inh -2.2 and MOR-DOR inv ag 8.
For CCC1CCCCN1CCn1c(=S)[nH]c2cc(OC)c(OC)cc2c1=O (stereo not drawn) the results were PKA-R1A activ -11, SUMO Mot1 rescue 4, HTR5A inv ctr -10, PKA-R2B act -4, OPRM1-OPRD1 ag -0.6, Tat transport -12, E coli growth -2.6, AddAB inh 4.1, PfHsp90 set2 42, phage Ecoli inh 2.0 and MOR-DOR inv ag 3.
For CCOc1ccc(NC(=O)c2ccc(CSc3nnc(C)s3)cc2)cc1 the results were PKA-R1A activ -11, SUMO Mot1 rescue 2, HTR5A inv ctr -1, PKA-R2B act 1, OPRM1-OPRD1 ag 5.2, Tat transport -4, E coli growth -2.3, AddAB inh 3.7, PfHsp90 set2 8, phage Ecoli inh 5.0 and MOR-DOR inv ag -26.
`O=C(CN1CCC(C(=O)c2cccc(Cl)c2)CC1)Nc1ccc(C(=O)O)cc1` gave PKA-R1A activ 17, SUMO Mot1 rescue 0, HTR5A inv ctr -5, PKA-R2B act 2, OPRM1-OPRD1 ag -1.7, Tat transport -1, E coli growth 0.8, AddAB inh 3.1, PfHsp90 set2 1, phage Ecoli inh 3.9 and MOR-DOR inv ag 9.
`C/C(=N\NS(=O)(=O)c1ccc([N+](=O)[O-])cc1)c1c[nH]c2ccccc12` gave PKA-R1A activ -3, SUMO Mot1 rescue 0, HTR5A inv ctr 0, PKA-R2B act 10, OPRM1-OPRD1 ag 0.1, Tat transport 2, E coli growth -0.5, AddAB inh 0.6, PfHsp90 set2 -20, phage Ecoli inh -0.4 and MOR-DOR inv ag 0.
CC(=O)Nc1c(O)nc(SCC(=O)Nc2nnc(CC(C)C)s2)[nH]c1=O was read as PKA-R1A activ -10, SUMO Mot1 rescue -1, HTR5A inv ctr -2, PKA-R2B act -3, OPRM1-OPRD1 ag -0.8, Tat transport -7, E coli growth 0.9, AddAB inh 0.5, PfHsp90 set2 -6, phage Ecoli inh 1.4 and MOR-DOR inv ag 4.
For O=C(Nc1ccc(Cl)cn1)C1CCN(c2ncnc3c2nc2n3CCCCC2)CC1 the results were PKA-R1A activ -2, SUMO Mot1 rescue 13, HTR5A inv ctr -15, PKA-R2B act -5, OPRM1-OPRD1 ag -3.0, Tat transport 0, E coli growth 3.0, AddAB inh 3.5, PfHsp90 set2 -8, phage Ecoli inh 1.6 and MOR-DOR inv ag 16.
Screening O=C(Nc1nc(=S)ss1)c1ccc(Cl)cc1Cl returned PKA-R1A activ 6, SUMO Mot1 rescue 176, HTR5A inv ctr 1, PKA-R2B act -12, OPRM1-OPRD1 ag -0.5, Tat transport 5, E coli growth 4.4, AddAB inh 5.4, phage Ecoli inh 1.7 and MOR-DOR inv ag 3.
COc1ccc(NC(=O)CSCC(=O)N(C)CC(=O)Nc2cccc3ccccc23)cc1 was read as PKA-R1A activ 14, SUMO Mot1 rescue -5, HTR5A inv ctr -2, PKA-R2B act 16, OPRM1-OPRD1 ag -1.8, Tat transport 0, E coli growth 1.1, AddAB inh 3.5, phage Ecoli inh 2.4 and MOR-DOR inv ag 11.
O=C(CCC1CCCC1)N=C1SC2CS(=O)(=O)CC2N1c1ccccc1F (stereo not drawn) was read as PKA-R1A activ 7, SUMO Mot1 rescue 3, HTR5A inv ctr 9, PKA-R2B act -4, OPRM1-OPRD1 ag 0.6, Tat transport 1, E coli growth -0.2, AddAB inh 0.9, PfHsp90 set2 -3, phage Ecoli inh 0.6 and MOR-DOR inv ag -3.
`CC(C)C[C@@H](CSc1ccccc1)N1CCN(CCc2ccccc2)CCC1=O` gave PKA-R1A activ -14, SUMO Mot1 rescue -11, HTR5A inv ctr -7, PKA-R2B act 7, OPRM1-OPRD1 ag 8.2, Tat transport -1, E coli growth -0.1, AddAB inh 0.3, PfHsp90 set2 4, phage Ecoli inh 1.4 and MOR-DOR inv ag -46.
For COc1ccc(NC(=O)c2ccc(NC(=O)c3ccncc3)cc2)cc1 the results were PKA-R1A activ 3, SUMO Mot1 rescue -5, HTR5A inv ctr -24, PKA-R2B act 2, OPRM1-OPRD1 ag -1.2, Tat transport 2, E coli growth 0.3, AddAB inh 2.5, PfHsp90 set2 -28, phage Ecoli inh -0.9 and MOR-DOR inv ag 7.
Screening Cc1ncc(N=Nc2ccccc2)c(-c2ccccc2)n1 returned PKA-R1A activ -3, SUMO Mot1 rescue -13, HTR5A inv ctr 7, PKA-R2B act 2, OPRM1-OPRD1 ag 3.0, Tat transport 7, E coli growth -2.2, AddAB inh 4.0, PfHsp90 set2 -3, phage Ecoli inh 1.3 and MOR-DOR inv ag -13.
For O=[N+]([O-])c1cc(/C=N/N2CCOCC2)cs1 the results were PKA-R1A activ 8, SUMO Mot1 rescue -2, HTR5A inv ctr -10, PKA-R2B act 12, OPRM1-OPRD1 ag -0.9, Tat transport -5, E coli growth 5.5, AddAB inh 6.0, PfHsp90 set2 5, phage Ecoli inh 5.6 and MOR-DOR inv ag 4.
